From PubChem BioAssay
Diaph inh CS: inhibits diaphorase or chemically oxidizes, flagging diaphorase assay artifacts. diaphorase resazurin-to-resorufin fluorescence, NADH, 16 min; bacterial (C. kluyveri) enzyme, not human. inhibition, % at 20 µM. actives 0.69% (n = 190,000). AID 1217;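 active = primary screen inhibition at 20 µM above a set limit, cut at about 50% in these data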;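 note: plate controls were DMSO with full reaction for no effect and wells lacking NADH for full effect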
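System: Diaphorase enzyme from Clostridium kluyveri | Amount: Enzyme working solution with 0.14 U/mL diaphorase | Benchmarks: No-NADH positive control and DMSO neutral control | Signal: Fluorescence of resorufin formed from resazurin, Ex 544/Em 590 nm | Schedule: 16-min room-temperature incubation before reading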
STAT1 act: activators of IFN-gamma induced STAT1 signaling. NIH 3T3 STAT1-luciferase reporter, luminescence; 100% = IFN-gamma alone, no compound. activation (% of control), % at 5.5 µM. actives 2.6% (n = 200,000). AID 932;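 active = activation above the screen-wide mean activation plus 3 SD, cut at about 130% in these data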;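 note: raw ratio to IFN-gamma control signal so 100% means no change and 0% no light; values of inactives mirror those of a sister screen read the other way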
G6PDH CS: counter-screen for G6PDH assay hits: L. mesenteroides G6PDH inhibition. AID 1020. actives 0.12% (n = 200,000). Purified L. mesenteroides G6PDH, diaphorase/resazurin coupled fluorescence, 45 min. inhibition, % at 5 µM; in the data active = inhibition above about 50%
Hsp70 act: switches on Hsp70 transcription. HeLa Hsp70 promoter luciferase reporter, luminescence; scaled: vehicle 0, proteasome-inhibitor control 100%. activation, % at 10 µM. actives 0.04% (n = 200,000). AID 1203;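 active = activation above the mean across all tested compounds plus 3 SD, cutoff set per campaign, cut at about 5.5% in these data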;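 note: 100% = MG132 at 30 µM as the positive control and 0% = DMSO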
TLR4 MyD88 comp: TLR4-MyD88 interaction inhibition in cells; O00206+Q99836; HeLa CL3-4 TLR4/MyD88 BLA complementation, FRET ratio; actives 0.18% (n = 200,000); inhibition, % at 8.4 µM; in the data active = inhibition above about 25%;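 note: 0% = vehicle and 100% = reference inhibitor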
Target sequence (O00206 whole entry, looked up): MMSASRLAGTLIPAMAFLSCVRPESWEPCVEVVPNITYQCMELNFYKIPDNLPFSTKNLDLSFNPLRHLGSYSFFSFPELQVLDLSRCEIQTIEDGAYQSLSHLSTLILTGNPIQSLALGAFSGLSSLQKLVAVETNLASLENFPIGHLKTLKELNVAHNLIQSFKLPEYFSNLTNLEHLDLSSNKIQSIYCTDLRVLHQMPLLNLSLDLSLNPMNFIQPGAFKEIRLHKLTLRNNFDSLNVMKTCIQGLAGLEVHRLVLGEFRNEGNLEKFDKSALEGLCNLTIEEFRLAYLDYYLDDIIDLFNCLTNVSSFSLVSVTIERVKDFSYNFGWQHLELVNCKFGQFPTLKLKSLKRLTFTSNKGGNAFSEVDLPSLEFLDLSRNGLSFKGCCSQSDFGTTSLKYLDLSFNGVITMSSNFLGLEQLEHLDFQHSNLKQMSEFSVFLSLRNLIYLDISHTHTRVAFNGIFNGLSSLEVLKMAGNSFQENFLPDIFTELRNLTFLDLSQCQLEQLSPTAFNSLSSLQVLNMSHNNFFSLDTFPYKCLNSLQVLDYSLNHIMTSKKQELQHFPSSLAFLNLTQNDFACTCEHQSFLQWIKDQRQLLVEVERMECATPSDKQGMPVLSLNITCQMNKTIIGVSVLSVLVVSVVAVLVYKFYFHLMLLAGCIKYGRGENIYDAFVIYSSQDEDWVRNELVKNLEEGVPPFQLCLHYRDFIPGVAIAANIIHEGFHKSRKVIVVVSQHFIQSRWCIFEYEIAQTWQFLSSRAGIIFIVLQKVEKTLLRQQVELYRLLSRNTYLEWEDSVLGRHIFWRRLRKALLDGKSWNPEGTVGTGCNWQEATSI
Target sequence (Q99836 whole entry, looked up): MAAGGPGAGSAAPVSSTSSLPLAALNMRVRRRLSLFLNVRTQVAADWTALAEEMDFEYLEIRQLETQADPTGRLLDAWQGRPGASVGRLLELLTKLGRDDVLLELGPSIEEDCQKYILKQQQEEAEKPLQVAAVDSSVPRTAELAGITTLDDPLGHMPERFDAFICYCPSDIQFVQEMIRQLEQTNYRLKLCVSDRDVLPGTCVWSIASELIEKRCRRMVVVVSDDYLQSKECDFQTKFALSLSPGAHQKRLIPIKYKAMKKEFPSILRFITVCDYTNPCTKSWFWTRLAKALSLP
STAT1 blocker: STAT1 signaling inhibition; NIH 3T3 STAT1-luciferase reporter, IFN-gamma, luminescence; inhibition, % at 5.5 µM; actives 0.35% (n = 200,000);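 active = inhibition above a set limit, the mean inhibition across all tested compounds plus 3 SD, cut at about 34% in these data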;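 note: 0% = IFN-gamma with DMSO and 100% = IFN-gamma with 300 µM nifuroxazide; values of inactives mirror those of a sister screen read the other way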
Diaphorase act: activates diaphorase or chemically reduces, flagging diaphorase assay artifacts; AID 1229; actives 0.005% (n = 190,000); activation factor at 20 µM; Diaphorase/resazurin coupled assay, resorufin fluorescence, 16 min; hits give high values; 1 = vehicle wells, 0 = NADH-free wells;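 active = diaphorase activity raised at least twofold by the compound at 20 µM; inactive = activation factor below 2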
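Material: purified diaphorase enzyme from Clostridium kluyveri / Medium: HEPES pH 7.4 buffer with MgCl2 and Tween 20 / Schedule: enzyme reaction of 16 min at room temperature / Measured by: resorufin fluorescence, excitation 544 nm, emission 590 nm / Evaluation: rise in resorufin formation, marking diaphorase activation or chemical reduction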
STAT3 act: activators of IL-6 induced STAT3 signaling. U3A cells, IL-6 STAT3-luciferase reporter, luminescence; 100% = signal with IL-6 EC80 alone. activation (% of control), % at 5.6 µM. actives 0.91% (n = 190,000). AID 871;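 active = activation above the screen-wide mean of compound activation plus 3 SD, cut at about 130% in these data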;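 note: 0% = background luminescence of wells with medium and substrate only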
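Material: human U3A cells carrying STAT3-luciferase construct. Measured by: reporter luminescence signal. Timing: compound 1 h, then IL-6 6 h at 37 °C.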
STAT3 blocker: inhibitors of IL-6 induced STAT3 signaling; inhibition, % at 5.5 µM; U3A cells, IL-6 STAT3-luciferase reporter, luminescence; host cell line lacks STAT1; actives 0.89% (n = 190,000);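 active = inhibition above the mean inhibition across all screened compounds plus 3 SD, cut at about 44% in these data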;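 note: 0% = DMSO only wells and 100% = 100 µM nifuroxazide control wells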
APP 5UTR inh: APP translation inhibition. SH-SY5Y APP 5'UTR-luciferase reporter, luminescence. actives 0.82% (n = 190,000). inhibition, % at 2 µM;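 active = inhibition above a set limit, derived from the sample mean plus 3 SD, cut at about 45% in these data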; note: values of inactives mirror those of a sister screen read the other way
Numbers without * were called inactive; nt = no result given; & = joins results of further samples.

entry	smiles	Diaph inh CS	STAT1 act	G6PDH CS	Hsp70 act	TLR4 MyD88 comp
1	CCOc1ccc(N=C2SC(C(=O)Nc3ccccc3C#N)C(N)=C2C(=O)Nc2ccc(Cl)cc2)cc1 (centres undefined)	10	108	3	-0.3	0
2	COc1cc(NC(=O)[C@@H](NC(=O)c2ccco2)C(C)C)c(OC)cc1NC(=O)c1ccccc1	13	96	-1	0.0	2
3	COc1ncnc2c1cnn2-c1ccccc1	11	106	-6	-0.2	-5
4	COc1ccccc1OCc1ccc(C(=O)N2CCOCC2)o1	4	99	5	-0.1	-1
5	CCOc1c(Cl)cc(CNCC(C)C)cc1Cl	nt	106	nt	-0.5	-7
6	COc1ccc2c(c1)OC13CCCCC1C2C(C(=O)c1ccccc1)C(=O)N3 (centres undefined)	-13	94	7	-0.3	10
7	Cc1ccc(C)c(-n2c(=O)c(C#N)cc3c(=O)n4ccccc4nc32)c1	7	103	-3	-0.1	-58
8	COc1ccc(S(=O)(=O)N2CCOCC2)cc1NC(=O)CO/N=C/c1ccccc1OC(F)F	9	101	4	-0.3	0
9	COc1cccc(CNc2ccc([N+](=O)[O-])c(NCC(=O)O)n2)c1	20	106	14	0.0	-6
10	CSc1ccc(/C=C/C(=O)c2ccc(NC(C)=O)cc2)cc1	12	93	-42	-0.2	9
11	O=C(CNC(=O)c1ccc(Cl)cc1)OCC(=O)N1CCCC1	0	87	5	-0.4	-15
12	FC(F)(F)c1cccc(NC(=S)Nc2ccc(Cl)cc2Cl)c1	8	99	7	-0.3	-24
13	Cc1noc(C)c1S(=O)(=O)N1CCCC(C(=O)NCc2ccccn2)C1 (centres undefined)	8	102	2	0.2	3
14	Cc1cc(C)n2c(SCC(=O)Nc3ccc(F)cc3F)nnc2n1	12	101	4	-0.2	-8
15	Cc1cc(C)n(-c2ccc(C(=O)NC(C)C)cc2)n1	13	100	2	-0.3	-7

entry	STAT1 blocker	Diaphorase act	STAT3 act	STAT3 blocker	APP 5UTR inh
1	-9	0.9	100	4	-13
2	3	0.9	102	-1	-9
3	-7	0.9	90	12	-18
4	1	1	89	17	5
5	-6	nt	101	0	0
6	7	1.1	96	9	-5
7	-4	0.9	103	9	-3
8	-1	0.9	91	18	-5
9	-6	0.8	105	4	-2
10	5	0.9	104	4	-7
11	12	1	97	6	17
12	1	0.9	94	17	11
13	-2	0.9	103	7	10
14	-2	0.9	83	22	-14
15	0	0.9	85	18	-6

No new results follow: an excerpt of the list.
entry	smiles	Diaph inh CS	STAT1 act	G6PDH CS	Hsp70 act	TLR4 MyD88 comp
11	O=C(CNC(=O)c1ccc(Cl)cc1)OCC(=O)N1CCCC1	0	87	5	-0.4	-15
12	FC(F)(F)c1cccc(NC(=S)Nc2ccc(Cl)cc2Cl)c1	8	99	7	-0.3	-24
13	Cc1noc(C)c1S(=O)(=O)N1CCCC(C(=O)NCc2ccccn2)C1 (centres undefined)	8	102	2	0.2	3
14	Cc1cc(C)n2c(SCC(=O)Nc3ccc(F)cc3F)nnc2n1	12	101	4	-0.2	-8

entry	STAT1 blocker	Diaphorase act	STAT3 act	STAT3 blocker	APP 5UTR inh
11	12	1	97	6	17
12	1	0.9	94	17	11
13	-2	0.9	103	7	10
14	-2	0.9	83	22	-14

New compounds follow:
entry	smiles	Diaph inh CS	STAT1 act	G6PDH CS	Hsp70 act	TLR4 MyD88 comp
16	O=C1CC(c2cccc(F)c2)C2=C(CCCC2=O)N1 (centres undefined)	13	99	3	0.0	-9
17	O=C(NCC(=O)N(c1ccccc1)C(C(=O)NC1CCCCC1)c1cccnc1)c1cccs1 (centres undefined)	-12	106	11	-0.2	2
18	Cc1[nH]c2ccccc2c1/C=N/NC(=O)c1cccc(S(=O)(=O)Nc2cccc(C(F)(F)F)c2)c1	2	100	9	-0.6	4
19	Cc1cccc(-n2ncc3c(NCCc4ccc(S(N)(=O)=O)cc4)ncnc32)c1	24	106	2	-0.2	-1
20	CCOc1ccc(NC(=O)CNC(=O)c2cn(-c3ccccc3OC)c(=O)c3ccccc23)cc1	12	97	17	-0.2	1
21	CC(NC(=O)c1ccccc1)c1nc2ccccc2n1Cc1ccccc1F (centres undefined)	2	87	7	-0.4	-7
22	O=C(CNC(=O)c1ccc2c(c1)OCO2)N/N=C/c1cccc([N+](=O)[O-])c1	18	101	0	-0.1	-4
23	Cc1ccc(CNC(=O)/C=C/c2ccc(S(=O)(=O)NCc3ccco3)cc2)cc1	14	101	4	-0.5	-15
24	O=C(CSc1nc(-c2ccccc2)cc(C(F)(F)F)n1)N1CCOCC1	22	98	3	0.1	-35
25	C/C(CCN1CCCCc2nc(C)c(C)cc21)=N\O[C@@H](C)c1cn([C@H](CO)Cc2ccccc2)nn1	14	97	6	-0.1	1
26	O=C(CSc1ccc(-c2ccco2)nn1)NCc1ccccc1	3	101	14	-0.4	-3
27	COc1ccc2cc(Br)ccc2c1CC(=O)NC(C)C	nt	97	16	-0.5	6
28	CCOc1cc(/C=N/NC(=O)C(=O)NC2CC2)cc(Br)c1O	24	105	4	-0.1	-2
29	CC(C)CCNc1nc(N2CCCC2)c2c(c1C#N)CCN(C)C2	9	96	-11	-0.3	5
30	COc1ccc(-c2ncncc2-c2csc(C)n2)c(O)c1	16	103	29	-0.6	8

entry	STAT1 blocker	Diaphorase act	STAT3 act	STAT3 blocker	APP 5UTR inh
16	1	0.9	100	6	2
17	-8	1.1	100	4	6
18	0	1	118	-18	16
19	-7	0.8	89	21	nt
20	5	0.9	95	6	nt
21	14	1	102	2	15
22	-3	0.8	94	13	1
23	-1	0.9	102	0	-1
24	2	0.8	102	-6	4
25	3	0.9	94	4	0
26	-1	1	96	4	-19
27	3	nt	105	0	9
28	-6	0.8	103	-1	4
29	6	0.9	110	-5	16
30	-3	0.8	109	-9	0

The listing continues:
entry	smiles	Diaph inh CS	STAT1 act	G6PDH CS	Hsp70 act	TLR4 MyD88 comp
31	COc1ccc(CN(Cc2ccccn2)C(=O)CN2C(=O)C(C)Oc3ccccc32)cc1 (centres undefined)	9	106	-4	-0.5	-2
32	COc1cccc(NC(=O)c2ccc3snnc3c2)c1	0	112	5	0.0	8
33	O=S(=O)(NCC1CCCO1)c1ccc(S(=O)(=O)N2CCCC2)cc1 (centres undefined)	2	100	0	-0.2	4
34	CC(=O)Oc1c(S(=O)(=O)c2ccccc2)c(C)nn1C(C)(C)C	8	97	2	-0.6	-1
35	CCN(CC)S(=O)(=O)c1cc(NC(=O)COC(=O)CCc2nc3ccccc3s2)ccc1C	13	98	-7	-0.1	-5
36	CCCC(=O)N1CCN(S(=O)(=O)c2cc(Cl)ccc2OC)CC1	1	100	6	0.1	-1
37	CCN(CC)S(=O)(=O)c1ccc(Cl)c(NC(=O)CSc2nnc(-c3cccs3)o2)c1	18	97	11	-0.2	-4
38	CCN(C(=O)CSc1nc2ccccc2c(=O)n1C(C)COC)C1CCS(=O)(=O)C1 (centres undefined)	14	95	4	-0.2	6
39	CS/C(=N\S(=O)(=O)c1cccs1)Nc1ccc(F)cc1	13	81	-10	-0.3	-3
40	O=C(CSc1ncn(-c2ccccc2)n1)Nc1nc2ccccc2s1	24	97	5	-0.5	-7
41	COc1c(F)c(F)c(C(=O)Nc2ccc(-c3nc4ccccc4[nH]3)cc2)c(F)c1F	-4	77	0	-0.2	4
42	c1ccc(-c2ccc(C(c3ccccc3)n3ccnc3)cc2)cc1 (centres undefined)	-13&-8	87	7&8	-0.4&-0.1	-17
43	Cn1cc(CC(=O)Nc2cccc(C#N)c2)c2ccccc21	1	87	6	-0.5	0
44	COCCNC(=S)N(CCc1c(C)[nH]c2ccc(Cl)cc12)Cc1cccs1	16	85	6	-0.1	0
45	CC(C)OC(=O)CSc1nnc(-c2ccc([N+](=O)[O-])cc2)o1	13	108	8	-0.5	-2

entry	STAT1 blocker	Diaphorase act	STAT3 act	STAT3 blocker	APP 5UTR inh
31	-6	0.9	104	-1	16
32	-19	1	89	15	-31
33	0	1	104	-1	11
34	3	0.9	121	-23	2
35	2	0.9	94	12	-9
36	0	1	103	-1	-15
37	3	0.8	105	-9	10
38	4	0.9	108	-8	3
39	21	0.9	90	14	4
40	4	0.8	106	-8	7
41	24	1	86	20	-33
42	15	1.1&1.1	95	8	-4
43	7	1	89	13	4
44	15	0.8	103	-2	-19
45	-10	0.9	94	13	21

The last 2 compounds of the part above come first, to join the parts.
entry	smiles	Diaph inh CS	STAT1 act	G6PDH CS	Hsp70 act	TLR4 MyD88 comp
44	COCCNC(=S)N(CCc1c(C)[nH]c2ccc(Cl)cc12)Cc1cccs1	16	85	6	-0.1	0
45	CC(C)OC(=O)CSc1nnc(-c2ccc([N+](=O)[O-])cc2)o1	13	108	8	-0.5	-2
46	Cc1cc(OCc2nc(-c3ccc(NC(=O)c4cccnc4)cc3)no2)ccc1Cl	-16	100	7	-0.1	6
47	CC1CCCN(C(=O)COc2ccc(NC(=O)c3cccs3)cc2)C1 (centres undefined)	21	102	-1	-0.2	-31
48	COc1ccc(-n2c(C)nn(C)c2=O)c(OC)c1	2	100	5	0.0	-3
49	COc1ccc(C(=O)Nn2c(SCC(=O)NC3CCCC3)nc3ccccc3c2=O)cc1	5	128	2	0.0	-1
50	CCOC(=O)c1csc(NC(=O)c2ccc(S(=O)(=O)N(CC)CC)cc2)n1	11	100	7	0.1	-5
51	COC(=O)c1c(C)[nH]c(C(=O)NCc2ccco2)c1C	12	104	0	-0.1	0
52	O=C(NC(CC(=O)N1CCN(c2ccccc2)CC1)c1ccccc1)c1ccccc1Cl (centres undefined)	20	95	3	-0.4	-6

entry	STAT1 blocker	Diaphorase act	STAT3 act	STAT3 blocker	APP 5UTR inh
44	15	0.8	103	-2	-19
45	-10	0.9	94	13	21
46	0	1.2	93	12	-7
47	-4	0.8	95	14	2
48	0	1	109	0	-9
49	-30	0.9	89	16	-73
50	0	0.9	80	26	-2
51	-5	0.9	91	14	-11
52	6	0.8	98	2	-5

No enrichment for hits; about 6.1% have a hit in one of these screens.
